Compound activity deposited in PubChem BioAssay by National Center for Advancing Translational Sciences (NCATS).
NIH3T3 tox: Cytotoxic Profiling in NIH 3T3 Cell Line of Diverse Libraries Using Quantitative High-Throughput Screening | NIH 3T3 viability, CellTiter-Glo ATP luminescence, 48-72 h | actives 4.3% (n = 94,000) | Potency, µM (series often up to 96.7 µM), inactives show top-dose activity change, negative = cytotoxicity, actives largely listed as inhibitors | AID 1345082, 2018; further: potency means the concentration at half of the fitted maximal effect; nearly all actives have a fitted effect of over 55% in size
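Luminescent ATP readout (CellTiter-Glo, 10 min RT) after 48 or 72 hr compound exposure of NIH 3T3 cells seeded at 400 cells/well in 1536-well format; quantitative HTS.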
Luciferase inh: Firefly luciferase inhibition profiling of diverse chemical library using quantitative high-throughput screening; Luciferin 4-monooxygenase (Photinus pyralis), P08659; purified P. pyralis luciferase, luminescence, biochemical; Potency, µM (titrated, usually from 115 µM), for inactives: at the top dose activity change, negative = inhibition, actives largely listed as inhibitors; actives 2.5% (n = 76,000); further: potency means the concentration at half of the fitted maximal effect; nearly all actives have a fitted effect of over 65% in size
Target sequence (P08659 whole entry, looked up): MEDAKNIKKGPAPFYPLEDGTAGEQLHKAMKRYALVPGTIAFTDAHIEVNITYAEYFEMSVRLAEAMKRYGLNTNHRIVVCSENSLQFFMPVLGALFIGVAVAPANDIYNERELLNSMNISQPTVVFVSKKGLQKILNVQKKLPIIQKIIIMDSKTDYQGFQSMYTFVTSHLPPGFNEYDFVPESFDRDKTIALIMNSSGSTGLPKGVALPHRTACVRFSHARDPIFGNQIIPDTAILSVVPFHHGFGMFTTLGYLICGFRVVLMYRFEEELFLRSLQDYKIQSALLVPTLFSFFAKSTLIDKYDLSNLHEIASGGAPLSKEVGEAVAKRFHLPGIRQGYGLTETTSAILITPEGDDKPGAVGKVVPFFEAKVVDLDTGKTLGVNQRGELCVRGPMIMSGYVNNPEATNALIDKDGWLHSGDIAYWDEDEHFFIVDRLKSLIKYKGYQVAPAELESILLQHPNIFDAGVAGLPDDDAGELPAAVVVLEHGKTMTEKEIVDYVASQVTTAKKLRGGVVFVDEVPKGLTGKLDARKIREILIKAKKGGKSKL
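Cell-free enzyme assay, 10nM P. pyralis luciferase, luciferin and ATP each at 10uM. Inhibition profiled over a 6-point titration, read as luminescence.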
HEK293 viab: GF-AFC viability counterscreen for inhibitors of alpha-synuclein gene (SNCA) expression; AID 1671193, 2021; HEK-293-SNCA-luc viability, GF-AFC fluorescence, 24 h; Potency, µM (titrated, usually from 57.1 µM), for the others: at the top dose activity change, negative = cytotoxicity, hits mostly cytotoxic; actives 0.12% (n = 150,000);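 further: potency means the concentration at half of the fitted maximal effect; 0% = DMSO-treated cells and -100% = medium-only wells without cells; nearly all actives have a fitted effect of over 30% in size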
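HEK-293-SNCA-luc cells (1500/well) plated 24 h, then exposed 24 h to a dilution series; GF-AFC added 30 min at 37C, fluorescence 405/540 nm; normalised to medium-only and DMSO wells, Hill fit.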
SNCA expr inh: Primary qHTS assay for inhibitors of alpha-synuclein gene (SNCA) expression; actives 0.17% (n = 140,000); Potency, µM (titrated, usually from 57.2 µM), without a hit: top-dose activity change, negative = inhibition, most hits filed as inhibitors; HEK-293 SNCA-luciferase knock-in, luminescence, 24 h; AID 1671194, 2021;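 further: potency means the concentration at half of the fitted maximal effect; plate controls were DMSO cells for no effect and cell-free wells for full effect; nearly all actives have a fitted effect of over 45% in size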
HEK cytotox: Cytotoxic Profiling in HEK 293 Cell Line of Diverse Libraries Using Quantitative High-Throughput Screening; HEK 293 viability, ATP luminescence (CellTiter-Glo), 48-72 h; Potency, µM (top dose mostly 115 µM), inactives show at the top dose activity change, negative = cytotoxicity, hits mostly inhibitors; actives 6.6% (n = 94,000); further: potency means the concentration at half of the fitted maximal effect; nearly all actives have a fitted effect of over 60% in size
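Cytotoxicity was scored by loss of ATP-coupled luminescence (CellTiter-Glo) in HEK 293 cells. Compound treatment ran 48 or 72 hr at 37 degree Celsius, 5% CO2, 95% humidity.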
IP6K1 inhibitor: Primary qHTS assay for small molecule inhibitors of Inositol hexaphosphate kinase 1 (IP6K1). AID 1645851, 2021. IP6K1 kinase, ADP-Glo luminescence, 2 h; hits give low values. activity change, % (series mostly up to about 58 µM). Inositol hexakisphosphate kinase 1 (Homo sapiens), Q92551. actives 0.81% (n = 140,000); in the data active means activity change below about -25%
Target sequence (Q92551 whole entry, looked up): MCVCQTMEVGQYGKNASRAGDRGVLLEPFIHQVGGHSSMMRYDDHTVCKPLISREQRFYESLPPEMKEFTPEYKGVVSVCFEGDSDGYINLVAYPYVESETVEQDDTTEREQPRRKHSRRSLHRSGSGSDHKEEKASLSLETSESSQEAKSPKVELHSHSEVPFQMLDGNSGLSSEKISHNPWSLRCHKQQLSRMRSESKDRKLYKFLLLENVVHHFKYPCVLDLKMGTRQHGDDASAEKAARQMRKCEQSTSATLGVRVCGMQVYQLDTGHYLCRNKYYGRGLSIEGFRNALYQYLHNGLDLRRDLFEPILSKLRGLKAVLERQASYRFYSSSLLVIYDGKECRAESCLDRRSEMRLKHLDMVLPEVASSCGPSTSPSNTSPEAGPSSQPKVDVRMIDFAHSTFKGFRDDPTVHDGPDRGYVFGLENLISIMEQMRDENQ
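ADP-Glo luminescence measures ADP made by human IP6K1 during a 2 h RT reaction with ATP/IP6 (mix at 1.3 mM/130 uM); top library doses 57.5 and 19.1 uM final.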
GPT2 inhibitor: Primary qHTS assay for inhibitors of Glutamate pyruvate transaminase 2 (GPT2); Recombinant GPT2, coupled pyruvate oxidase/HRP Amplex Red fluorescence; Potency, µM (series often up to 57.7 µM), without a hit: at the highest dose activity change, negative = inhibition, most hits filed as inhibitors; actives 0.25% (n = 100,000); AID 1671188, 2021; further: potency means the concentration at half of the fitted maximal effect; nearly all actives have a fitted effect of over 60% in size; many of its hits are not listed in these tables
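Recombinant GPT2 (10ng/uL) with 250uM a-KG and 2mM L-alanine, 30 min at room temperature, in HEPES pH 7.5 buffer. Pyruvate detected by pyruvate oxidase/HRP/Amplex Red fluorescence after 30 min in the dark; AOA (50uM) as positive control.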
Numbers without * were called inactive; & = joins results of further samples; [ ] = dose if it differs, or a comment. Unless noted, the call rests on the fitted dose curve; in most records, active means well fitted curve in the direction sought with a large enough effect; inconclusive means small, poorly fitted or top-dose-only effect, or another doubt; inactive means no such curve, though single readings can be large; an effect the other way counts as inactive or inconclusive. Unless noted, on the % scale 0 is the no-effect control and ±100 the full control effect.

For O=C(NCCc1ccc(Cl)cc1)c1cc(-c2cccs2)c2cccn2n1 the results were NIH3T3 tox inconclusive, HEK293 viab 13%, SNCA expr inh -26%, HEK cytotox 45µM*, IP6K1 inhibitor 4 and GPT2 inhibitor -4%.
COc1ccc(C(=O)N[C@H]2CC[C@]3(C)CCC([C@H](C)C(=O)N(C)Cc4cccnc4)[C@H](O)[C@H]3[C@@H]2C)cc1 (stereo not given in full) was read as NIH3T3 tox -5%, Luciferase inh -8%, HEK293 viab -15%, SNCA expr inh 11%, HEK cytotox inactive, IP6K1 inhibitor 6 and GPT2 inhibitor 1%.
`O=C(O)C1=NOC2CN([S+](=O)([O-])c3cc(C(F)(F)F)cc(C(F)(F)F)c3)CC12` (stereo not given) gave NIH3T3 tox -11%, HEK293 viab -1%, SNCA expr inh 6%, HEK cytotox -1%, IP6K1 inhibitor 9 and GPT2 inhibitor inactive.
Cc1ccc(C(=O)N2CCCC(c3nc(CCOCC4CC4)no3)C2)s1 (stereo not given) was read as NIH3T3 tox inconclusive, HEK293 viab -9%, SNCA expr inh -7%, HEK cytotox inconclusive, IP6K1 inhibitor 15 and GPT2 inhibitor inactive.
Cc1cc(C[C@@H]2COC[C@@H]2NC(=O)c2ccc(CSc3ncccn3)o2)on1 was read as NIH3T3 tox -15%, Luciferase inh 3%, HEK293 viab -6%, SNCA expr inh 27%, HEK cytotox -25%, IP6K1 inhibitor 15 and GPT2 inhibitor -9%.
For COCCNc1ccc2nnc(-c3ccc(OC)cn3)n2n1 the results were NIH3T3 tox inconclusive, Luciferase inh -15%[172 µM], HEK293 viab -1%[87.6 µM], SNCA expr inh -6%[87.6 µM], HEK cytotox 0%[172 µM], IP6K1 inhibitor -18 and GPT2 inhibitor 1%[88.5 µM].
Screening COc1ccc2c(c1)c1c3n2CCN(C)C3=NCC1 returned HEK293 viab -13%[23.9 µM], SNCA expr inh 2%[25.6 µM], IP6K1 inhibitor 0 and GPT2 inhibitor -12%.
Cc1nc2scc(CC(=O)NCc3ccco3)n2c(=O)c1-c1cc(C)n(-c2ccccc2F)n1 was read as NIH3T3 tox -12%, Luciferase inh -8%, HEK293 viab -1%, SNCA expr inh 6%, HEK cytotox inconclusive, IP6K1 inhibitor -3 and GPT2 inhibitor -10%.
For CC(C(=O)NCCc1ccccc1)N1C(=O)COc2ccc(C(=O)COc3ccc(Cl)cc3)cc21 (stereo not given) the results were NIH3T3 tox inconclusive, Luciferase inh -7%, HEK293 viab -22%, SNCA expr inh -21%, HEK cytotox 45µM*, IP6K1 inhibitor 15 and GPT2 inhibitor -1%.
For COc1ccc(CN2C(=O)c3oc4ccccc4c(=O)c3C2c2ccc(O)c(OC)c2)cc1 (stereo not given) the results were HEK293 viab 7%, SNCA expr inh 7% and IP6K1 inhibitor 8.
`Cc1cc(F)ccc1NC(=O)c1ccc2c(c1)n(Cc1cccc(F)c1)c(=O)c1ccnn12` gave NIH3T3 tox -20%, Luciferase inh 9%, HEK293 viab -8%, SNCA expr inh -24%, HEK cytotox inconclusive, IP6K1 inhibitor -9 and GPT2 inhibitor 1%.
For CC(=O)Nc1ccc(C(=O)NC[C@@H]2C=C(C)[C@H](CC(=O)NC3CCCC3)C[C@H]2C(C)C)cc1 the results were NIH3T3 tox inconclusive, Luciferase inh -2%, HEK293 viab 0%, SNCA expr inh -11%, HEK cytotox inconclusive, IP6K1 inhibitor 17 and GPT2 inhibitor 3%.
COc1ccccc1OCCn1c(NC(=O)c2ccc(Cl)cc2)nc2ccccc21 was read as HEK293 viab 2%, SNCA expr inh 9% and IP6K1 inhibitor -9.
For Cc1ccccc1C(=O)N1CCn2c(nn(-c3ccc(F)cc3)c2=O)C1 the results were NIH3T3 tox inconclusive, Luciferase inh 0%[172 µM], HEK293 viab -6%[87.6 µM], SNCA expr inh -7%[87.6 µM], HEK cytotox inconclusive, IP6K1 inhibitor 6 and GPT2 inhibitor -5%[88.5 µM].
Screening Cc1cc(C)c(NC(=O)Cn2c(=O)n(CCC(=O)NCc3ccccc3Cl)c(=O)c3sccc32)c(C)c1 returned HEK293 viab 9%, SNCA expr inh -18% and IP6K1 inhibitor 10.
`COc1cc2c(c(OC)c1)C(c1cc(OC)c(OC)c(OC)c1)CC(=O)N2` (stereo not given) gave HEK293 viab 9%, SNCA expr inh 14% and IP6K1 inhibitor 15.
Screening Cc1nnc(NCc2ccccc2)c2c1nnn2Cc1ccccc1Cl returned HEK293 viab -5%, SNCA expr inh -5% and IP6K1 inhibitor 13.
`Cc1cccc(OCC(=O)Nc2ccccc2C(=O)OCc2cc(=O)n3ccsc3n2)c1` gave HEK293 viab -1%, SNCA expr inh 5% and IP6K1 inhibitor -1.
Cc1cccc(-n2ncc3c(NCCOCCO)ncnc32)c1 was read as HEK293 viab -9%, SNCA expr inh 0% and IP6K1 inhibitor 24.
For CCOC(=O)c1ccc(Nc2c(-c3ccc(N(C)C)cc3)nc3nc[nH]n23)cc1 the results were HEK293 viab -9%, SNCA expr inh 102%[activator] and IP6K1 inhibitor 10.
For O=C(c1cccs1)N1CCC(c2nc(C3CCOCC3)no2)C1 (stereo not given) the results were NIH3T3 tox -20%, Luciferase inh -3%, HEK293 viab 7%, SNCA expr inh -7%, HEK cytotox -3%, IP6K1 inhibitor -12 and GPT2 inhibitor inactive.
Screening COCCC(=O)N1CCc2nc(N3CCN(C)CC3)sc2C1 returned NIH3T3 tox inactive, Luciferase inh 9%, HEK293 viab 6%, SNCA expr inh inconclusive, HEK cytotox -8%, IP6K1 inhibitor 2 and GPT2 inhibitor 2%.
`CCN(CC)C(=O)CSc1nc2ccccc2c(=O)n1Cc1ccco1` gave HEK293 viab -14%, SNCA expr inh -9% and IP6K1 inhibitor 18.
For COc1ccccc1NC(=O)c1c(NCc2ccc(C)o2)sc2c1CCCCC2 the results were HEK293 viab -12%, SNCA expr inh -4% and IP6K1 inhibitor -3.
`COCC(=O)N[C@@H]1CN(C(=O)c2ccoc2)CC[C@@H]1c1nc(C)no1` gave NIH3T3 tox -1%, Luciferase inh -9%, HEK293 viab 6%, SNCA expr inh -5%, HEK cytotox -1%, IP6K1 inhibitor 29 and GPT2 inhibitor inactive.
`COc1ccc(C(=O)N2CC[C@](C)(O)C(C)(C)C2)cc1Cl` gave NIH3T3 tox -6%, Luciferase inh 0%, HEK293 viab -2%, SNCA expr inh inconclusive, HEK cytotox -8%, IP6K1 inhibitor -10 and GPT2 inhibitor inactive.
`COc1ccc(CN2CCNc3cnc(OCc4cccnc4)cc3C2)cn1` gave NIH3T3 tox -13%[138 µM], Luciferase inh 5%[172 µM], HEK293 viab -5%[87.6 µM], SNCA expr inh 4%[87.6 µM], HEK cytotox inconclusive, IP6K1 inhibitor 6 and GPT2 inhibitor 4%[88.5 µM].
Screening O=C(NCc1cccc(Cl)c1)c1oc(=O)c2ccccc2c1-c1ccccc1 returned HEK293 viab 13%, SNCA expr inh 10% and IP6K1 inhibitor -2.
COc1ncccc1-c1nc2cc(C(=O)Nc3ccc(C)cc3)ccc2o1 was read as NIH3T3 tox inconclusive, HEK293 viab 5%[12.5 µM], SNCA expr inh 30%[87.6 µM], HEK cytotox inconclusive, IP6K1 inhibitor 3 and GPT2 inhibitor inactive.
For COc1ccc(-c2oc3ncn4nc(-c5ccccc5Br)nc4c3c2-c2ccc(OC)cc2)cc1 the results were HEK293 viab 6%, SNCA expr inh 0% and IP6K1 inhibitor -11.
O=c1n(-c2ccc(F)cc2F)nc2n1CCN(CC1CC1)C2 was read as NIH3T3 tox -3%[138 µM], Luciferase inh -4%[172 µM], HEK293 viab -7%[87.6 µM], SNCA expr inh 27%[87.6 µM], HEK cytotox inconclusive, IP6K1 inhibitor 5 and GPT2 inhibitor inactive.
CC(C)c1noc(N2CCC(COc3ccc(-c4ccc(S(C)(=O)=O)cc4)nc3)CC2)n1 was read as HEK293 viab -9%&-10%, SNCA expr inh -13%, IP6K1 inhibitor 3 and GPT2 inhibitor 3%.
For O=C(NCCc1ccc(Cl)cc1)C1CCc2nnc(-c3ccc(Cl)cc3Cl)n21 (stereo not given) the results were NIH3T3 tox inconclusive, HEK293 viab -4%, SNCA expr inh 9%, HEK cytotox inconclusive, IP6K1 inhibitor 25 and GPT2 inhibitor -13%.
Screening Cc1cc(CC(=O)O)n(C)c1C(=O)c1ccc(Cl)cc1 returned HEK293 viab 4%[23.9 µM], SNCA expr inh 14%[25.6 µM], IP6K1 inhibitor -4 and GPT2 inhibitor inactive.
Screening O=C(Cc1ccc(F)cc1)N1CCc2nc(C3CC3)nc(-c3ccc(Cl)cc3)c2C1 returned NIH3T3 tox inconclusive, Luciferase inh 2%, HEK293 viab 2%, SNCA expr inh 18%, HEK cytotox inconclusive, IP6K1 inhibitor 6 and GPT2 inhibitor inactive.
Cc1nn(-c2ccccc2)c2c1C(C)N(CC1CN(C(=O)c3ccccc3)C1)C2=O (stereo not given) was read as NIH3T3 tox inconclusive, HEK cytotox inconclusive and IP6K1 inhibitor 8.
For CC(C)OCCCNC(=O)C1Cn2cccc2C(=O)N1C (stereo not given) the results were NIH3T3 tox -8%, Luciferase inh 1%, HEK293 viab -2%, SNCA expr inh 4%, HEK cytotox -2%, IP6K1 inhibitor 0 and GPT2 inhibitor inactive.
Screening COc1cccc(C(=O)Nc2nc(-c3nnn(-c4ccccc4C(F)(F)F)c3C)ns2)c1 returned HEK293 viab -10%, SNCA expr inh 21% and IP6K1 inhibitor 8.

A portion from the list above:
For O=C(c1cccs1)N1CCC(c2nc(C3CCOCC3)no2)C1 (stereo not given) the results were NIH3T3 tox -20%, Luciferase inh -3%, HEK293 viab 7%, SNCA expr inh -7%, HEK cytotox -3%, IP6K1 inhibitor -12 and GPT2 inhibitor inactive.
Screening COCCC(=O)N1CCc2nc(N3CCN(C)CC3)sc2C1 returned NIH3T3 tox inactive, Luciferase inh 9%, HEK293 viab 6%, SNCA expr inh inconclusive, HEK cytotox -8%, IP6K1 inhibitor 2 and GPT2 inhibitor 2%.
`CCN(CC)C(=O)CSc1nc2ccccc2c(=O)n1Cc1ccco1` gave HEK293 viab -14%, SNCA expr inh -9% and IP6K1 inhibitor 18.

Some of the compounds tested; the hit share may differ from the screen's.
